Screening results as filed in PubChem.
CatB block = blocks human cathepsin B protease activity; actives 0.1% (n = 63,000); P07858; purified cathepsin B, fluorogenic substrate, fluorescence; inhibition, %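 (tested at 10 µM)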; AID 453; in the data active means inhibition above about 21%;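 further: 0% = enzyme with no compound and 100% = no enzyme blank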
ROCK2 inh = inhibitors of human Rho kinase 2; O75116; purified ROCK2, Kinase-Glo ATP depletion luminescence; inhibition, % at 6 µM; actives 0.35% (n = 60,000); AID 604;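 active means inhibition above the screen-wide mean inhibition plus 3 SD, cut at about 18% in these data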;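 further: plate controls were DMSO wells for no effect and Y-27632 control wells after no-enzyme background subtraction for full effect; many of its hits are not listed in these tables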
RORa activator = RORA (human) activation. CHO-K1 Gal4-RORA LBD luciferase reporter, luminescence; percent increase over mock-subtracted basal signal. actives 1.5% (n = 65,000). activation, % at 10 µM;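 active means activation above the mean of all tested compounds plus 3 SD, cut at about 49% in these data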;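 further: 0% = DMSO-treated RORA cells and 100% = added signal equal to DMSO minus mock-transfected cells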
Target sequence (P35398 whole entry, looked up, the tested form may be a part): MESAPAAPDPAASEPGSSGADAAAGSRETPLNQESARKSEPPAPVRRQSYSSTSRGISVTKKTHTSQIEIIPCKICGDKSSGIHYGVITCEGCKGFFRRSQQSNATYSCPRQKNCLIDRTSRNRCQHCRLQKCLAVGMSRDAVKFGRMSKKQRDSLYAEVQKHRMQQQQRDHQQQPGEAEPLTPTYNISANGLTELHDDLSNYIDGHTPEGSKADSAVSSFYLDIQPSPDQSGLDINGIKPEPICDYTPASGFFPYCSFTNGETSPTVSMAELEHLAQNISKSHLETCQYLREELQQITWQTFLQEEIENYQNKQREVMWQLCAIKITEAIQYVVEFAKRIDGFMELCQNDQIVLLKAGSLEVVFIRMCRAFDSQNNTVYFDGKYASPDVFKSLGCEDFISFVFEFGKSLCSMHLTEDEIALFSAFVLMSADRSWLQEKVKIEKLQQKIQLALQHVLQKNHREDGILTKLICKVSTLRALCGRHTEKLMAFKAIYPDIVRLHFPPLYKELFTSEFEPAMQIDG
CatS inh = human cathepsin S inhibition. P25774. recombinant cathepsin S, AMC dipeptide fluorescence, pooled mixtures. inhibition, %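 (tested at 5 µM per compound within 10-compound mixtures)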. actives 0.06% (n = 62,000); in the data active means inhibition above about 32%, passing the limit was not always enough;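 further: 0% = enzyme without compound and 100% = blank without enzyme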
JNK3 blocker = blocks human JNK3 kinase activity; inhibition, % at 8 µM; purified JNK3 kinase activity, HTS; P53779; actives 0.61% (n = 60,000); in the data active means inhibition above about 17%;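 further: 0% = DMSO and 100% = reference inhibitor; many of its hits are not listed in these tables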
Target sequence (P53779 whole entry, looked up): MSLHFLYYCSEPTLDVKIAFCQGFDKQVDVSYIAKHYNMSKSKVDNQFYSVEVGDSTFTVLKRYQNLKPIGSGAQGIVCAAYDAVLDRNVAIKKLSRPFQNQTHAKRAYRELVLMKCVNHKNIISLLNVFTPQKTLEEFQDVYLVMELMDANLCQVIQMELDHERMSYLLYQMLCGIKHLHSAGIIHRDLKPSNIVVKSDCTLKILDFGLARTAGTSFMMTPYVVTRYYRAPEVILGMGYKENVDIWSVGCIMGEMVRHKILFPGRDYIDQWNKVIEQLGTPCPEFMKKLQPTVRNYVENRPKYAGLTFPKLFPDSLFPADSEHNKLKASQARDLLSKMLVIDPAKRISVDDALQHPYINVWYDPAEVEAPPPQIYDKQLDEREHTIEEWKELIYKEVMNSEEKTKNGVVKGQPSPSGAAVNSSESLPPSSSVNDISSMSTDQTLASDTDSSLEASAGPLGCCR
PKA kinase inh = inhibitors of human protein kinase A | PKA Kemptide phosphorylation, Kinase-Glo ATP luminescence | inhibition, % at 6 µM | actives 0.1% (n = 65,000);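 active means inhibition above the screen-wide mean inhibition plus 3 SD, cut at about 21% in these data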; further: many of its hits are not listed in these tables
CatB mixtures = inhibitors of human cathepsin B in compound mixtures. AID 488. Purified cathepsin B, AMC dipeptide fluorescence. P07858. inhibition, %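 (ten-compound pools at 5 µM per compound and 50 µM total)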. actives 0.06% (n = 62,000); in the data active means inhibition above about 22%, passing the limit was not always enough;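 further: 0% = enzyme without compound and 100% = no enzyme blank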
E coli RNAP = blocks E. coli RNA polymerase transcription; inhibition, %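 (tested at 10 µM)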; AID 559; actives 0.2% (n = 62,000); P0A8V2; fluorescence transcription assay; in the data active means inhibition above about 20%;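 further: 0% = enzyme without compound and 100% = no enzyme blank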
AP complement = alternative pathway complement inhibition, orthogonal assay; AID 1235; inhibition, % at 5 µM; Human serum alternative complement pathway, LPS-coated ELISA, C3 deposition; tested in compound mixtures; actives 0.08% (n = 62,000);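 active means inhibition above 30% in each of the two pooled mixtures holding the compound, so the lower value exceeds 30%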;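 further: 0% = serum in Mg-EGTA without compound and 100% = EDTA serum blank; some compounds past the cut are filed as inactive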
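Test system: human serum alternative complement pathway, C3 deposition on LPS-coated wells; also added: Plate-bound LPS; doses: 5 µM per compound in ten-compound mixtures; schedule: 1 h at 37 °C; detection: Anti-C3 ELISA, OD 450 nm; evaluation: percent inhibition of C3 deposition onto LPS; repeats: two pool placements per compound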
* = called active by the depositor; . = not tested or not shown. Not all compounds are listed, so the mix of outcomes need not match the whole.

Value order – CatB block	ROCK2 inh	RORa activator	CatS inh	JNK3 blocker	PKA kinase inh	CatB mixtures	E coli RNAP	AP complement
- COc1ccc(-c2ccc(-c3nnc(Cc4ccc(OC)c(OC)c4)o3)cc2)cc1
  1	-2	-1	-10	7	0	-1	-8	-1
- CCCn1c(CNc2ccccc2O)nc2ccccc21
  1	7	-5	-1	-2	12	0	3	3
- Cc1cc(C(=O)N(C2CCCCC2)C2CCCCC2)no1
  -5	6	15	4	8	12	-2	7	9
- CCOC(=O)N1CCN(C(=O)CCc2c(C)nc3c(c(C)nn3-c3ccc(C)c(C)c3)c2C)CC1
  1	8	-5	33	-6	8	4	6	-1
- CCOC(=O)C1CCN(c2nc3ccccc3nc2C(C#N)C(=O)OCCOC)CC1 (stereo not given)
  7	6	13	-3	-7	4	-6	9	2
- CCOC(=O)CSC1=C(C#N)C(c2ccc(C)cc2)C(C(=O)OC)C(=O)N1 (stereo not given)
  0	-11	-4	20	8	3	4	7	-7
- C=CCn1c(O)c(C(CC)=Nc2ccccc2NC(=O)CC)c(=O)[nH]c1=O
  -4	2	38	12	6	-8	3	.	7
- CC(O)COc1ccc(/C(=N/O)c2ccccc2)cc1 (stereo not given)
  3	1	7	-4	12	5	-1	-5	-14
- CC(=O)OC12CC3CC(C1)C(=NO)C(C3)C2
  1	-13	-17	.	-9	0	.	7	.
- O=C(c1ccc(S(=O)(=O)N2CCC(c3nc4ccccc4s3)CC2)cc1)N1CCOCC1
  -3	2	15	11	-6	9	-1	-6	-8
- O=C(Cn1ncc2c(=O)oc3ccccc3c21)NCC1CCCO1 (stereo not given)
  -1	1	-8	-14	5	2	0	3	11
- CCOc1ccc2ccccc2c1C(=O)N1CCOCC1
  -3	-3	2	-4	4	-5	-4	-2	22
- CCCNC(=O)Cc1cc(=O)[nH]c(=O)[nH]1
  -2	3	28	3	5	8	6	6	23
- NS(=O)(=O)c1cc2c(cc1Cl)NC(C(Cl)Cl)NS2(=O)=O (stereo not given)
  3	5	-4	2	-3	2	4	8	-10
- COc1ccc(CCNC(=O)CC2Oc3ccc(Cl)cc3NC2=O)cc1OC (stereo not given)
  4	-1	7	-4	8	8	0	7	8
- Cn1c(SCC(=O)N2CCN(Cc3ccccc3)CC2)nnc1-c1ccncc1
  2	7	10	12	4	7	-4	9	5
- O=C(Nc1cccnc1)C1OCCc2ccccc21 (stereo not given)
  0	1	-2	15	-7	-1	-1	-1	21
- O=S(=O)(c1cccs1)N1CCN(Cc2ccccc2)CC1
  0	5	-19	-4	3	-1	3	4	12
- Cc1ccc(OCC(=O)N2CCCCC2)c(Br)c1
  -1	6	54*	-5	-2	2	8	8	7
- CC1CCCCC1NC(=O)C1CCN(S(=O)(=O)N2CCOCC2)CC1 (stereo not given)
  -1	4	-24	0	3	8	6	3	21

3 entries out of the list above, sorted by the number in CatB mixtures, highest first.
canonical_smiles,CatB mixtures
Cc1ccc(OCC(=O)N2CCCCC2)c(Br)c1,8
CCCNC(=O)Cc1cc(=O)[nH]c(=O)[nH]1,6
CC(O)COc1ccc(/C(=N/O)c2ccccc2)cc1 (stereo not given),-1

Additional records.
Value order – CatB block	ROCK2 inh	RORa activator	CatS inh	JNK3 blocker	PKA kinase inh	CatB mixtures	E coli RNAP	AP complement
- CCOc1ccc(C2Oc3nc(SC)nnc3-c3ccccc3N2C(C)=O)cc1OC (stereo not given)
  -2	2	12	3	0	-7	-1	1	22
- Cc1csc(NC(=O)c2cc3c(s2)-c2ccccc2OC3)n1
  2	-2	63*	15	3	1	0	1	7
- Cc1cc(C)nc(SCC(=O)Nc2ccc(N3CCOCC3)c(Cl)c2)n1
  1	10	-53	1	-1	10	0	6	5
- O=C(COc1ccccc1)N(Cc1ccco1)c1ccc(O)cc1
  3	1	-26	-6	-6	8	1	-6	7
- Cc1cc(C)c(C#N)c(SCc2ccc(C#N)cc2)n1
  3	6	-8	-31	-2	4	-26	5	13
- O=C(Nc1ccc(Cl)cc1C(=O)NCCN1CCOCC1)c1ccco1
  3	-1	-8	0	5	8	-2	-6	1
- Cc1nc2n(n1)C(c1ccccc1)C1=C(CC(c3ccco3)CC1=O)N2 (stereo not given)
  2	3	-12	-3	-2	5	1	.	3
- C=CCn1c(SCC(N)=O)nnc1-c1ccccc1O
  1	3	-15	22	11	4	8	5	4
- C=C(Cl)COc1ccc2c(C)cc(=O)oc2c1
  2	5	-5	1	0	10	-5	-11	-3
- CCOC(=O)c1c(N)sc(C(N)=O)c1C
  4	10	-5	3	3	7	1	13	4
- Cc1ccc2nc(SCC(=O)NC(=O)NCc3ccco3)[nH]c2c1
  4	8	5	15	1	7	3	12	-11
- O=C(Nc1ccc2c(c1)OCO2)C(c1ccccc1)N1CCCCC1 (stereo not given)
  -4	2	-22	0	8	7	7	4	24
- O=C(NCCc1ccc(Cl)cc1)C1CCCN(S(=O)(=O)c2cnc[nH]2)C1 (stereo not given)
  1	4	2	-9	-2	0	2	5	7
- O=C(NCCCn1ccnc1)Nc1ccc(Cl)c(Cl)c1
  0	2	8	21	8	-1	6	12	3
- O=C(c1cnn2c(C(F)(F)F)cc(-c3ccco3)nc12)N1CCc2ccccc2C1
  5	1	-6	23	-8	3	5	1	-16
- O=C(Cn1nc(C(F)(F)F)c2c1CCCCC2)N1CCOCC1
  2	5	-9	-3	-12	7	3	3	12
- CC1Cc2ccccc2N1C(=O)COC(=O)Cn1nnc(-c2ccccc2)n1 (stereo not given)
  -5	0	-34	-1	-4	-3	14	1	13
- Cc1cc(NS(=O)(=O)c2ccc(NC(=O)Nc3ccc4c(c3)OCO4)cc2)no1
  1	9	21	5	6	3	-1	4	0
- Cc1cc(Nc2ccc(F)c(Cl)c2)n2nc(C)nc2n1
  2	-2	-23	-1	4	5	1	4	6
- Cc1ccc2c(c1)N(CC(=O)OC(CC(C)C)C(=O)NC1CCCC1)C(=O)CO2 (stereo not given)
  -4	-1	-19	1	-5	-1	5	4	18
- Nc1nc2n(n1)C(c1ccco1)CC(c1ccc(F)cc1)N2 (stereo not given)
  -3	-2	-6	-7	6	4	2	-2	23
- Cc1nnc(NC(=O)c2ccccc2F)s1
  -5	2	0	-6	-10	5	-2	-10	12
- CC1=C(C(=O)N2CCCCC2)C(c2cccs2)C2=C(CCCC2=O)N1 (stereo not given)
  4	3	-8	16	1	0	4	14	-2
- O=C(CC1CCCCC1)N1CCN(c2ccccn2)CC1
  6	2	8	-4	-1	4	5	8	9
- Cc1sc2ncnc(Sc3nnc4sc5ccccc5n34)c2c1C
  1	.	-21	-5	.	-1	5	4	12
- N#Cc1cc2c([nH]c1=S)CCCCCC2
  2	3	-15	21	4	6	6	8	18
- CC(c1ccccc1)n1cc(C(=O)NCC2CCCO2)nn1 (stereo not given)
  5	.	-16	-4	.	5	3	-3	14
- CCOC(=O)NC1(C(F)(F)F)C(=O)NC(C)=C1C#N (stereo not given)
  2	-11	-11	.	-2	2	.	8	.
- O=C(COC(=O)CCCN1C(=O)c2ccccc2C1=O)Nc1ncc(Cl)cc1Cl
  8	1	-11	12	3	7	6	6	-19
- COc1cc(N(C)C)c(NC(C)=O)cc1C(=O)O
  1	12	-6	-1	5	12	-7	10	3
- CCCCC1CC1C(=O)Nc1ccc(OC)c(OC)c1 (stereo not given)
  -1	8	1	.	0	6	.	4	.
- CCN1CCN(CCCNC(=O)C2CCCN(c3nnc(-n4cccc4)s3)C2)CC1 (stereo not given)
  2	4	-27	6	4	7	-10	5	-6
- CC1(C)SC2c3ccccc3C(=O)N2[C@@H]1C(=O)NCc1ccco1 (stereo not given in full)
  0	6	12	-4	3	6	-3	5	-5
- COc1ccccc1CNC(=O)CCN1C(=O)COc2ccc(C)cc21
  3	0	-4	2	-2	-5	2	-4	8
- CCN1CC=C2C(C#N)=C(N)C(C#N)(C#N)[C@H](c3cccc(OC)c3OC)[C@H]2C1
  11	7	-13	.	-3	6	.	-3	.
- O=C(Nc1ccc2c(c1)OCCO2)c1cccnc1
  0	4	15	7	-4	9	2	10	19
- O=C(CSc1ccccn1)N1CCN(c2ccccc2)CC1
  0	.	4	-3	.	-4	7	3	22
- CC(C)CCNC(=O)C1CCN(S(=O)(=O)c2ccc3c(c2)CCC(=O)N3)CC1
  7	6	-14	1	-6	6	4	5	13
- COC(=O)C1CCN(C(=O)c2sc3nc(-c4ccc(F)cc4)cn3c2C)CC1
  0	2	5	2	0	8	-10	9	5
- Cc1nc2cc(C(F)(F)F)ccc2n1C1CCN(C(=O)N2CCOCC2)CC1
  -8	4	-21	3	-5	5	5	6	13
- CS(=O)(=O)N1CCN(C(=O)c2csc3ccccc23)CC1
  5	8	-3	-5	3	11	0	10	5
- O=C(CSc1nc2ccccc2c(=O)n1-c1ccccc1)N1CCN(CCO)CC1
  2	-10	-17	-21	1	-8	4	6	5
- CCOC(=O)N1CCN(C(=O)COc2ccc(S(=O)(=O)Nc3ccc(OCC)cc3)cc2)CC1
  4	10	-8	-6	-2	9	1	7	4
- O=S(=O)(c1ccc(Br)cc1)N1CCN(c2cc(-c3ccccc3)nc3ncnn23)CC1
  6	.	-15	-3	.	-3	1	-1	3
- CCOC(=O)C1CCN(S(=O)(=O)c2ccc(OCC(=O)OC)cc2)CC1
  3	1	2	12	2	7	3	-9	-5
- CCCOC(=O)C1=C(C)NC2=C(C(=O)C(C(=O)OC)C(C)C2)C1c1ccc(N(CC)CC)cc1 (stereo not given)
  -1	.	-1	-8	.	11	0	6	19
- CCOC(=O)N1CCN(c2c(NCCCN(C)c3ccccc3)c(=O)c2=O)CC1
  0	2	-9	-1	-9	-3	2	2	16
- C=CCn1c(Cc2ccc(OC)cc2)nnc1SCc1nc2ccccc2c(=O)[nH]1
  2	6	-8	-5	-3	9	0	2	16
- COc1ccc(N(CC(=O)Nc2ccc3c(c2)OCCO3)S(C)(=O)=O)c(OC)c1
  2	6	-4	-1	3	6	0	-3	21
- Cc1ccc(S(=O)(=O)N2CCN(C3CC(=O)N(Cc4ccccc4)C3=O)CC2)cc1C (stereo not given)
  3	2	17	-2	-12	8	2	4	1
- O=C(NCCN1CCN(c2ccccc2)CC1)C1CCN(S(=O)(=O)c2cccs2)CC1
  1	2	12	11	5	4	-1	6	16
- COc1ccccc1N1CCN(C(=O)CSc2nc(C)c(Cc3ccccc3)c(=O)[nH]2)CC1
  -1	5	-14	1	3	9	-2	9	-3
- COc1cc(NC(=O)Nc2ccccc2)c(OC)cc1NC(=O)CN1CCCCC1
  2	2	-31	1	0	-1	4	6	26
- O=c1c2cc(N3CCOCC3)ccc2[nH]c(=S)n1Cc1ccccn1
  1	.	-3	16	.	-1	3	3	9
- Cc1ccc2cccc(OCC(=O)NCc3ccco3)c2n1
  4	0	-5	16	-5	3	-1	6	11
- O=S(=O)(Nc1ccc2oc(-c3ccccc3)nc2c1)c1ccccc1
  -4	6	18	-2	6	13	1	4	12
- CCOc1ccc(OCC)c(NC(=O)CC2Oc3ccccc3NC2=O)c1 (stereo not given)
  7	2	-16	5	1	6	3	7	5
- CCC(=O)N1CCc2cc(S(=O)(=O)NCCC(=O)N3CCN(c4ccccn4)CC3)ccc21
  9	-3	-10	21	0	3	8	3	6
- CC(C)C1N=C2c3ccccc3N=C(SCC(=O)c3ccc(O)c(O)c3)N2C1=O (stereo not given)
  4	-1	4	-5	-6	0	1	-12	19
- COc1ccc(CCn2c(N)c(C#N)c3nc4ccccc4nc32)cc1OC
  4	4	8	-2	5	6	-7	5	13
